# Assay outcomes as filed in PubChem.
# FN deposit inh: fibronectin deposition inhibition. inhibition, % at 12.6 µM. AH1F fibroblasts, Alexa488-fibronectin deposition fluorescence, overnight. hit rate 0.086% among 350,000;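 active = mean inhibition across replicates of 30% or more, regardless of how many single replicates reach that level; inconclusive = mean under 30% yet at least half of replicates reach 30%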;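 note: positive control wells lacked labelled fibronectin entirely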
#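 Assay system: AH1F fibroblasts assembling fluorescent fibronectin matrix; Amount: 10000 AH1F cells per well; Buffer or medium: DMEM, 2% serum; Probe or stimulus: Alexa488-fibronectin, 24 nM final in well; Doses: single compound dose, delivered by pin transfer; Incubation: 1 h adhesion, overnight exposure; Measured by: fluorescence 485/525 nm; Read-out: fibronectin deposition inhibition.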
# LGR2 inh: inhibitors of bursicon-induced Drosophila LGR2 receptor cAMP signaling; HEK293 LGR2, CRE-luciferase, bursicon-stimulated, 4 h; inhibition, % at 9.99 µM; hit rate 0.35% among 380,000;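 active = drop in luminescence signal, shown as inhibition above about 50% in the replicate tests, limit read from the data, passing the limit was not always enough; inconclusive = probably only some replicates passing the limit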;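 note: agonist challenge used bursicon conditioned medium at about half maximal strength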
# PglD DTNB: PglD (C. jejuni) enzyme inhibition. purified PglD enzyme, DTNB colorimetric CoA detection. hit rate 0.098% among 360,000. AID 602405. inhibition, % at 12.5 µM; in the data active = inhibition above about 16%, passing the limit was not always enough; inconclusive = no clear call, values can overlap the other calls; note: strong numbers were not always called active
# PAX8 reporter: inhibitors of PAX8 transcriptional activity in RMG-I cells; RMG-I TPO-luciferase reporter, SteadyGlo, 24 h; inhibition, % at 12.6 µM; hit rate 1.2% among 360,000; AID 652154;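 active = mean replicate inhibition at least 60% with every replicate also reaching 60%; inconclusive = only one of the two criteria is met; inactive = mean below 60% and not all replicates reaching 60%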;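 note: luciferase light reporting Pax8 driven TPO promoter activity; plate controls were median of neutral control wells for no effect and mitoxantrone controls for full effect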
# PGC1a acetyl inh: modulators of PGC1a acetylation | U2OS PGC1a acetylation, AlphaScreen anti-acetyl-lysine; with virally co-expressed GCN5 acetyltransferase | inhibition, % at 15.6 µM | hit rate 0.17% among 350,000;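 active = every replicate shows inhibition of at least 40%; inconclusive = mean inhibition at least 40% but some replicate below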;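 note: 0% = neutral control wells and 100% = positive control wells; some results beyond the cut were filed as inactive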
# EWS-Fli inh: inhibitors of EWS/Fli oncoprotein transcriptional activity. hit rate 0.67% among 350,000. A673 NR0B1-luciferase reporter, viability-normalised. inhibition, % at 12.6 µM. AID 651661;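 active = mean inhibition of at least 50% after viability correction, with every replicate also passing that limit; inconclusive = mean reaches 50% but only one of two replicates passes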;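 note: firefly luciferase signal divided by Alamar Blue viability fluorescence both relative to DMSO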
# ERAP1 inh: blocks human ERAP1 aminopeptidase activity; recombinant ERAP1, Leu-AMC fluorescence, 60 min; AID 652197; inhibition, % at 10.7 µM; Q9NZ08; hit rate 0.15% among 340,000;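 active = mean replicate inhibition of at least 30%, or all replicates individually reaching that 30% level; inactive = mean below 30% and not every replicate reaching it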;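 note: 0% = neutral control wells and 100% = L-leucinethiol positive control wells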
# Target sequence (Q9NZ08 whole entry, looked up): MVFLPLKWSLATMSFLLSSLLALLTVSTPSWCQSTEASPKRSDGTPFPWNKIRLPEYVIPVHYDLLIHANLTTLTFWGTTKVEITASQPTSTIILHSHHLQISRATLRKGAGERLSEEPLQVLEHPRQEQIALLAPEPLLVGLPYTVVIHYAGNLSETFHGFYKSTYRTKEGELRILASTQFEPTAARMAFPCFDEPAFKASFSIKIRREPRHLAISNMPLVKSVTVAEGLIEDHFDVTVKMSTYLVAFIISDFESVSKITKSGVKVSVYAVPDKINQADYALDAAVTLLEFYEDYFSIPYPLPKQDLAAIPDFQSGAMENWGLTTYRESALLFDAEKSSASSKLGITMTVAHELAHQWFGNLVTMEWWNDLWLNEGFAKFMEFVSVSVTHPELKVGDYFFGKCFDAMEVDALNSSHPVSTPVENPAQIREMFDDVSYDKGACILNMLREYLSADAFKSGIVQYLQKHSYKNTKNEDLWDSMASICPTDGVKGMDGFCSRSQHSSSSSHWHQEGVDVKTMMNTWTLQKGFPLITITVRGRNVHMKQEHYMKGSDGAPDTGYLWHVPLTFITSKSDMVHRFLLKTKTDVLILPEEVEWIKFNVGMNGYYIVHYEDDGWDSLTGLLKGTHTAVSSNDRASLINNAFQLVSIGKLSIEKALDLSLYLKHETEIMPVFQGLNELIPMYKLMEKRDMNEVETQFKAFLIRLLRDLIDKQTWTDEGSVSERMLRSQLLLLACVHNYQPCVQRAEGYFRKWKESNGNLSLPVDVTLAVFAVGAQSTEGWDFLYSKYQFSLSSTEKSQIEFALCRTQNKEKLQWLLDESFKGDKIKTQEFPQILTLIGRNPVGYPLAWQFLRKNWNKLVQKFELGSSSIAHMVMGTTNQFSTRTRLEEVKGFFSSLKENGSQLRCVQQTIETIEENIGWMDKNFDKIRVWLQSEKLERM
# S100A4 inh HTS: inhibitors of human S100A4 binding to myosin IIA peptide; P26447; S100A4/TAMRA-MyoIIA peptide fluorescence polarization; inhibition, % at 10.7 µM; hit rate 0.14% among 360,000;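 active = mean inhibition of at least 70% across replicates, with every replicate also reaching that level; inconclusive = mean inhibition reaches 70% but some replicates fall short; inactive = mean inhibition below 70%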
# Target sequence (P26447 whole entry, looked up): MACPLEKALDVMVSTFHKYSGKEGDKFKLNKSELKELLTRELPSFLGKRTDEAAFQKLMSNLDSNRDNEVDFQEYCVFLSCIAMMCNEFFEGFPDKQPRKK
#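 Material: S100A4 monomer (human). Medium: Calcium-containing HEPES buffer, pH 7.2. Probe or stimulus: labelled myosin peptide probe, 5 nM. Compound dosing: one concentration per compound. Timing: polarization read 5 min after assay mix addition, stable 5–60 min. Benchmarks: DMSO as neutral control, TFP as positive control.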
# Numbers without * were called inactive; ? = inconclusive; / = no result given.
entry	smiles	EWS-Fli inh	FN deposit inh	PGC1a acetyl inh	S100A4 inh HTS	LGR2 inh	PglD DTNB	PAX8 reporter	ERAP1 inh
1	C[C@@H]1CN([C@@H](C)CO)C(=O)c2cc(NS(=O)(=O)c3ccc(Cl)cc3)ccc2O[C@@H](C)CCCCO[C@H]1CN(C)Cc1ccc(C(=O)O)cc1	-10.7	4.0	9.1	0.6	6.2	-2.3	7.9	-11.1
2	CCC(=O)N(C)C[C@H]1Oc2ncc(C#Cc3ccccc3)cc2C(=O)N([C@H](C)CO)C[C@@H]1C	-0.6	13.9	9.3	-9.6	14.9	-1.0	/	0.4
3	Cc1ccc(-c2nc3cc(C)c(Br)c(C)n3c2Cc2ccsc2)cc1	-53.7	-23.2	/	-5.3	-76.7	/	11.8	/
4	COc1ccc(-c2cccc(NS(=O)(=O)c3cc([N+](=O)[O-])c(C)c([N+](=O)[O-])c3)c2)nn1	-3.8	-4.5	-0.8	2.2	-9.1	2.4	-0.2	1.6
5	O=c1[nH]c(=S)[nH]c2c1C(C1CCCCC1)OC(C1CCCCC1)C2 (stereo unspecified)	15.8	-5.8	/	16.6	12.0	/	-30.6	/
6	COC(=O)N/N=C/c1ccccc1OCCOc1ccc(OC)cc1	-29.2	5.2	8.1	7.7	2.0	3.0	-25.6	/
7	COCCn1ccc2c(OCC(=O)NCCc3ccccc3)cccc2c1=O	5.2	-0.2	/	2.5	-30.1	1.1	-0.8	0.8
8	O=C(CN(C(=O)CCC(=O)Nc1ccccn1)c1ccc(F)cc1)NCCc1ccccc1	6.8	6.9	-0.6	-3.8	8.6	1.9	7.3	-5.1
9	CNC[C@H]1OCCCC[C@@H](C)Oc2ccc(NC(=O)Nc3ccc(OC)cc3)cc2C(=O)N([C@H](C)CO)C[C@H]1C	2.1	1.4	-4.8	/	3.9	/	-3.1	/
10	COCCN(C(=O)c1cc(-c2ccncc2)nc2ccccc12)c1c(N)n(CC(C)C)c(=O)[nH]c1=O	-2.2	3.1	11.6	-3.8	-21.1	/	6.3	3.6
11	COc1ccc(/C=C/C(=O)NCCc2ccc(OC)c(OC)c2)cc1	/	2.8	/	/	-13.6	-8.1	-4.5	/
12	CN(CC(=O)Nc1ccc(F)c(F)c1F)C(=O)C1CC(=O)N(c2ccc3c(c2)OCCO3)C1 (stereo unspecified)	-3.3	-2.2	/	-1.3	0.4	/	-11.4	-5.4
13	O=C(c1ccc(S(=O)(=O)N2CCOCC2)cc1)N1CCN(c2ccccn2)CC1	3.8	/	3.2	-2.9	33.7	-2.9	-2.0	-1.3
14	C=CCN(c1ccc(C(=O)Nc2cccc(C)c2)cc1)S(C)(=O)=O	-21.6	0.2	5.9	-7.8	-12.5	/	-2.6	0.1
15	O=C(O)C1=NOC(CNc2ncc(C(F)(F)F)cc2Cl)C1 (stereo unspecified)	-2.2	4.1	4.5	4.3	-0.6	/	-7.1	2.7
16	Cc1cc(C)n(C(=O)Cn2nc(C)c(Br)c2C)n1	2.2	0.3	/	6.5	-2.2	-0.5	-30.0	-0.8
17	O=C(CSc1nncn1-c1cccnc1)N1CCOCC1	-3.4	/	/	4.2	5.3	/	13.5	7.8
18	O=C(O)C[C@@H]1CC[C@H](NC(=O)Nc2cc(F)ccc2F)[C@@H](CO)O1	-3.5	/	4.7	-6.8	-16.4	1.8	-2.2	-0.2
19	CCCCN1C(=O)c2ccc(C(=O)N(C)CC(=O)Nc3ccc(OCC)c(OCC)c3)cc2C1=O	-19.1	-2.5	-2.3	-27.5	-16.8	3.8	/	1.2
20	COC(=O)CSc1nc(N)c(NC(=O)c2ccc(OC)c(OC)c2)c(=O)[nH]1	3.2	2.1	/	7.1	8.4	-4.4	8.1	-3.5

# Reprinted at random: 3 compounds from above.
entry	smiles	EWS-Fli inh	FN deposit inh	PGC1a acetyl inh	S100A4 inh HTS	LGR2 inh	PglD DTNB	PAX8 reporter	ERAP1 inh
18	O=C(O)C[C@@H]1CC[C@H](NC(=O)Nc2cc(F)ccc2F)[C@@H](CO)O1	-3.5	/	4.7	-6.8	-16.4	1.8	-2.2	-0.2
13	O=C(c1ccc(S(=O)(=O)N2CCOCC2)cc1)N1CCN(c2ccccn2)CC1	3.8	/	3.2	-2.9	33.7	-2.9	-2.0	-1.3
16	Cc1cc(C)n(C(=O)Cn2nc(C)c(Br)c2C)n1	2.2	0.3	/	6.5	-2.2	-0.5	-30.0	-0.8

# The listing continues.
entry	smiles	EWS-Fli inh	FN deposit inh	PGC1a acetyl inh	S100A4 inh HTS	LGR2 inh	PglD DTNB	PAX8 reporter	ERAP1 inh
21	CN1c2ccc(-c3ccccc3)cc2[C@H]2[C@H](CCN2C(=O)c2cccc(F)c2)[C@H]1CO	-3.0	7.2	-3.7	11.4	-4.6	-0.2	4.0	2.3
22	CCCNC(=O)C[C@@H]1CC[C@H]2[C@@H](COC[C@@H](O)CN2C(=O)c2cc(Cl)cc(Cl)c2)O1	0.3	-1.1	4.0	-0.2	13.7	-0.6	-1.5	-3.9
23	CN1C(=O)C(=O)/C(=C(/O)c2ccc(Br)cc2)C1c1cccc([N+](=O)[O-])c1 (stereo unspecified)	2.1	0.8	9.7	-1.7	-18.8	-2.5	6.3	2.4
24	O=[N+]([O-])c1cccc(S(=O)(=O)Nc2ccc(S(=O)(=O)N3CCCC3)cc2)c1	10.4	3.8	-3.4	0.3	3.8	-6.4	3.1	3.0
25	COc1ccc(NS(=O)(=O)c2cc(NC(=O)c3ccc(=O)[nH]c3)ccc2N2CCCC2)cc1	?	11.7	-10.2	1.4	4.3	-4.1	37.5	-1.8
26	C[C@@H]1CN([C@H](C)CO)C(=O)c2cc(NS(C)(=O)=O)ccc2O[C@@H](C)CCCCO[C@@H]1CN(C)S(=O)(=O)c1ccccc1	1.4	/	-13.0	10.2	-3.8	-2.0	-7.1	-4.6
27	Cc1ccc(OCCNC(=O)CNC(=O)c2ccc(C)c(C)c2)cc1	3.7	3.3	/	-2.0	-1.8	4.1	13.0	2.1
28	CCOC(=O)c1c(C)[nH]c2c1cc(O)c1ccccc12	-60.1	/	-8.9	1.5	-40.8	1.4	/	5.1
29	COC(=O)c1cc(=O)n(Cc2ccc3c(c2)OCO3)c(=Nc2ccccc2)s1	1.6	-1.9	23.4	3.8	13.8	-1.9	20.1	6.1
30	CC(=O)C(CC(=O)N1CCCC1)C(=O)Nc1ccc(Cl)cc1 (stereo unspecified)	-3.4	7.6	-3.9	2.2	25.5	9.7	4.9	2.3
31	CN(C)C(=O)[C@H]1[C@H](CO)[C@H]2Cn3c(ccc(-c4ccc(F)cc4)c3=O)[C@H]2N1C(=O)c1ccccn1	2.0	/	/	1.9	-23.3	0.7	-7.6	0.1
32	N/C(=N\OC(=O)c1cc(-c2ccccc2)nc2ccccc12)c1ccccn1	17.4	-3.1	/	-4.8	/	/	-9.3	-6.5
33	CN(C)C(=O)C[C@@H]1C[C@@H]2c3cc(NC(=O)Nc4ccc(C(F)(F)F)cc4)ccc3O[C@@H]2[C@H](CO)O1	-11.1	-5.4	1.9	5.7	0.2	3.5	/	-0.6
34	COC1=CC(=O)c2nc(Cl)ccc2C1=O	39.7	9.7	/	-1.0	80.1*	/	106.8*	1.7
35	FC(F)(F)c1ccc(CN2C[C@@H]3C(c4ccc(Cl)nc4)C4(c5ccccc5)CC3(C4)[C@H]2c2ccccc2)cc1 (stereo partly specified)	10.7	-6.6	5.9	-2.2	-15.4	-5.0	8.5	-3.2
36	CCOC(=O)c1ccc(NC(=S)Nc2cccc(C)n2)cc1	/	2.2	/	/	-9.0	2.9	-19.0	/
37	Cc1cc2cc(OCC(=O)O)ccc2n1C	/	-4.4	3.2	/	/	1.6	6.0	/
38	O=C(Cn1ccc(C(F)(F)F)n1)NNC(=O)c1ccco1	-10.8	5.5	1.4	2.7	-1.6	0.8	-7.5	2.3
39	Cc1c(C#N)c(N)nc2c3c(sc12)NC(=O)CC3c1ccc(Cl)cc1 (stereo unspecified)	49.7	/	-2.3	-1.7	2.2	/	15.4	3.3
40	COc1cc(C2/C(=C(/O)c3ccc(F)cc3)C(=O)C(=O)N2CCCC(=O)O)ccc1O (stereo unspecified)	/	-1.6	4.3	/	/	-2.3	-0.3	/

# The list goes on; it opens with the three that closed the last part.
entry	smiles	EWS-Fli inh	FN deposit inh	PGC1a acetyl inh	S100A4 inh HTS	LGR2 inh	PglD DTNB	PAX8 reporter	ERAP1 inh
38	O=C(Cn1ccc(C(F)(F)F)n1)NNC(=O)c1ccco1	-10.8	5.5	1.4	2.7	-1.6	0.8	-7.5	2.3
39	Cc1c(C#N)c(N)nc2c3c(sc12)NC(=O)CC3c1ccc(Cl)cc1 (stereo unspecified)	49.7	/	-2.3	-1.7	2.2	/	15.4	3.3
40	COc1cc(C2/C(=C(/O)c3ccc(F)cc3)C(=O)C(=O)N2CCCC(=O)O)ccc1O (stereo unspecified)	/	-1.6	4.3	/	/	-2.3	-0.3	/
41	C[C@@H]1CN([C@@H](C)CO)C(=O)c2cc(NC(=O)Cc3ccccc3)ccc2O[C@@H](C)CCCCO[C@@H]1CN(C)C(=O)Nc1ccc2c(c1)OCO2	-3.9	/	13.2	0.2	-2.8	/	-7.0	1.2
42	COc1ccc(CCN(C)CCCC(C#N)(c2ccc(OC)c(OC)c2)C(C)C)cc1OC (stereo unspecified)	-2.6	-1.3	-9.1	-7.7	-13.2	-1.2	-33.4	-5.4
43	Cc1cc(C)c(C)c(S(=O)(=O)Nc2cccc(-n3cnnn3)c2)c1C	-40.8	-1.2	/	2.1	19.6	/	21.8	1.7
44	O=C(NCCCN1CCN(Cc2ccccc2)CC1)C1CCN(S(=O)(=O)N2CCC3(CC2)OCCO3)CC1	6.1	1.4	/	-3.2	-22.6	/	8.4	-3.2
45	CCn1c(CSc2ncn[nH]2)nc2cc(C(=O)O)ccc21	-11.3	8.4	2.9	2.6	-14.8	/	-16.9	-9.7
46	CCN(CC)CCNC(=O)C(Oc1ccccc1)Oc1ccccc1	-13.9	0.3	/	5.8	0.6	-4.6	0.2	-1.6
47	CCCCNC(=O)C1(C)CCCCCN1Cc1cccc2c(OC)cc(C(=O)OCC)cc12 (stereo unspecified)	8.6	5.3	-8.3	-0.5	-6.9	4.8	19.3	7.4
48	COc1ccc(C#Cc2ccc3c(c2)[C@@H]2[C@@H](CCN2C(=O)NC(C)C)[C@@H](CO)N3C)cc1	-3.8	2.8	-20.5	-10.2	-1.4	4.5	-34.0	1.2
49	COCc1nnc(NC(=O)CS(=O)(=O)c2ccc(C)cc2)s1	7.7	1.1	-13.2	-5.2	-4.9	-1.2	-4.8	-3.4
50	COCC1CCCCN1C(=O)C1CCN(c2nc(-c3ccccc3)nc3c2CCC3)CC1 (stereo unspecified)	19.7	1.6	-20.6	8.4	-3.5	4.2	35.2	-0.2
51	Cc1cccc(C2c3[nH]c4ccccc4c3CCN2C(=O)c2cc(C(C)C)nc(N)n2)n1 (stereo unspecified)	2.3	-4.4	/	-11.0	22.7	/	23.9	-3.6
52	CN(C)C(=O)c1cccc(-c2ccc3c(c2)[C@@H]2[C@@H](CCN2C(=O)c2cccnc2)[C@H](CO)N3)c1	-2.2	-7.4	-0.7	/	5.1	2.1	6.9	/
